Yfh1-depleted yeast: enhancers of respiration in Yfh1-depleted yeast, dose response, Friedreich's ataxia, plus single-dose screen (AID 1465) | fold induction at 50 µM, or EC50 in µM where a hit was titrated | S. cerevisiae Yfh1-off respiration, WST-1 reduction, 72 h; higher fold induction means a stronger effect | 220,000 compounds, 0.074% hits;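 active = fold induction of absorbance versus untreated yeast above a set limit, then at least 30% activation at any dose in follow-up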;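 also: activators that raise dye reduction in frataxin-depleted yeast; strong numbers were not always called active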
HEK293 NOD2/NF-kB: NOD2 signaling inhibitors, cell-based, luminescence, uHTS, HEK293 (AID 1566); HEK293 NOD2/NF-kB luciferase reporter, luminescence; higher % means a stronger effect; inhibition, % at 4 µM, or EC50 in µM where a hit was titrated; 290,000 compounds, 0.63% hits; in the data active = inhibition above about 50%; also: many of its hits are not listed in these tables
Insulin prom up: insulin promoter activators in MIN6 cells, imaging, high-content screening, mouse beta cells; MIN6 insulin promoter-GFP reporter; hits give high values; 190,000 compounds, 0.3% hits; AID 1625, 2009; z-score at 5 µM;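 active = z-score above 3 at 5 µM with at least 500 cells counted in the well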
WT yeast gro inh: growth inhibition of WT strain, primary screen, mitochondrial fusion inhibitor project, WT and mutant strains, chemical genetic | mitochondrial fusion phenotypic screen | inhibition, % at 10 µM | 190,000 compounds, 2.1% hits | AID 1362, 2008; in the data active = inhibition above about 58%; tested in S. cerevisiae
MT stabilizer: microtubule stabilizers in HeLa cells, primary screen, imaging, high-content imaging | HeLa tubulin immunostaining HCS, 24 h; share of cells brighter than vehicle mean+2SD | % tubulin-high responders, % at 10 µM | 200,000 compounds, 0.83% hits | AID 2205, 2009;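 active = plate Z-score above 3 for both tubulin-high and condensed-nucleus cell shares, with cell loss under 80%, at 10 µM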;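 also: anti alpha tubulin signal scored within the nucleus-defined area of each cell; some results filed as inactive read as strong as hits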
b-catenin transl: modulators of beta-catenin nuclear translocation, primary screen, imaging, HeLa cells, immunofluorescence, high-content. nuclear translocation activity, % at 5 µM. 190,000 compounds, 0.3% hits. AID 1665, 2009;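 active = nuclear translocation activity above 50% at 5 µM, with a well cell count of 50 or more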;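 also: per-cell ratio of nuclear to cytoplasmic median beta-catenin stain intensity; plate controls were DMSO negative control for no effect and GSK-3 inhibitor IX positive control for full effect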
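System: HeLa cells, endogenous beta-catenin; compound dosing: 5 µM primary single dose, 0.1% DMSO, 0.02–20 µM confirmation series; incubation: 24 h compound exposure at 37°C, 5% CO2; signal: beta-catenin immunofluorescence imaging with DAPI; evaluation: % activation, nuclear-to-cytoplasmic median beta-catenin signal ratio per cell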
Autophagy mod: autophagy modulators in MEF cells, primary screen, imaging, high-content, MEF GFP-LC3; calls only at 10 µM (by protocol); 190,000 compounds, 0.98% hits; MEF GFP-LC3 puncta imaging; test concentration mostly 10 µM; AID 463193, 2010;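 active = percentage of spot-positive cells more than 3 SD above its plate mean, without a fluorescence outlier flag or 80% toxicity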;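 also: spot-positive cell cutoff set from DMSO-treated cells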
Hep lipid drop: inhibitors of hepatocyte lipid droplet formation, primary screen, imaging, high-throughput imaging, BODIPY stain. AML12 mouse hepatocytes, oleate lipid droplets. inhibition, % at 6.5 µM. 240,000 compounds, 0.4% hits. AID 1656, 2009;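 active = lipid droplet intensity inhibited by at least 50%, with more than 500 cells counted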
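Material – mouse AML12 hepatocyte cell line, fixed after treatment · Compound dosing – one dose, 6.5 µM compound · Times – compound with oleate, overnight · Measured by – Image-based BODIPY and DAPI two-channel analysis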
Dynein transport: inhibitors of GR-EGFP nuclear translocation, primary screen, dynein cargo transport inhibitor project, imaging, high-content, 3617.4 mouse cells | 220,000 compounds, 0.47% hits | test concentration mostly 20 µM; stimulated with dexamethasone, 1 µM; hits give low values | z-score, hits read low;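 active = plate z-score of nuclear minus cytoplasmic receptor signal below a set negative limit, without overly bright fluorescence or cell loss, cut at about -3.5 in these data, passing the limit was not always enough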;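 also: z-score of nuclear minus cytoplasmic ring GR-EGFP intensity difference per well; some compounds called inactive have numbers as strong as hits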
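Also added – dexamethasone, 1.0 µM final · Buffer or medium – tet-free, stripped-serum medium · Schedule – induction 48 h, compound 1 h, agonist 30 min · Detection – formaldehyde fixation, Hoechst nuclear stain, 10x automated fluorescence imaging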
WT yeast gro inh mutant strain: also measured in WT yeast gro inh; calls as there; inhibition, %; mitochondrial fusion phenotypic screen, mutant strain inhibition
Dynein transport cytoplasmic EGFP: further read-out of Dynein transport, marked with its call; z-score; measured here: cytoplasmic GR-EGFP intensity; hits give high values
Dynein transport nuclear GR-EGFP: second read-out of Dynein transport, no call of its own (marks repeat the call); z-score; measured here: nuclear GR-EGFP intensity;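 lower value marks the stronger effect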
Dynein transport cell count: further read-out of Dynein transport, marked with its call; z-score; measured here: cell count per field
Insulin prom up cell count: recorded beside Insulin prom up, whose call it bears; cell count; measured here: cytotoxicity, nuclei count;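 total cells summed across four imaged fields per well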
Hep lipid drop cells 6.5 µM: second read-out of Hep lipid drop, no call of its own (marks repeat the call); cell count; measured here: cell count, cytotoxicity flag;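 cells counted across two imaged fields per well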
b-catenin transl cell count 5 µM: recorded beside b-catenin transl, whose call it bears; cell count; measured here: cell count, cytotoxicity flag
MT stabilizer Hoechst-high %: further read-out of MT stabilizer, marked with its call; % Hoechst-high responders; measured here: nuclear condensation Hoechst responders;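 share of cells brighter than vehicle mean plus two SD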
MT stabilizer cytotoxicity %: further read-out of MT stabilizer, marked with its call; toxicity, %; measured here: cytotoxicity by cell density;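 0% = mean cell density of plate MIN control wells and 100% = no cells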
Autophagy mod cell loss 18 h: second read-out of Autophagy mod, no call of its own (marks repeat the call); toxicity, %; measured here: cell loss, nuclei count;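 cell loss after 18 h compound exposure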
Numbers without * were called inactive; i = inactive; x = no result given; + = active, no number.

SMILES	Yfh1-depleted yeast	HEK293 NOD2/NF-kB	Insulin prom up	Insulin prom up cell count	WT yeast gro inh	WT yeast gro inh mutant strain	MT stabilizer	MT stabilizer Hoechst-high %	MT stabilizer cytotoxicity %	b-catenin transl	b-catenin transl cell count 5 µM	Autophagy mod	Autophagy mod cell loss 18 h	Hep lipid drop	Hep lipid drop cells 6.5 µM	Dynein transport	Dynein transport cytoplasmic EGFP	Dynein transport nuclear GR-EGFP	Dynein transport cell count
O=C(Nc1cccc(O)c1)c1ccc(Br)cc1	i	-31%	0.02	1263	1	6	2.5	1.6	4.4	x	x	i	-1	-7	709	-1.7	-0.24	-1.3	0.67
COC(=O)/C=C/c1ccc(-n2cncn2)cc1	i	1%	0.37	1323	-8	15	10	1.4	8.8	-1.2	1107	i	-3	-9	716	-0.53	-0.27	-0.019	0.55
CN(C(=O)c1ccno1)c1nnc(-c2cccnc2)s1	i	-2%	0.18	935	3	2	1.9	3.0	9.7	-3.2	1165	i	16	3	737	2.6	-0.075	0.68	-1
OC(COc1ccc2ccccc2c1Br)Cn1cnc(-c2ccccc2)c1 (stereo not drawn)	i	-6%	0.72	901	88*	70*	3.6	0.8	9.8	0.3	1125	i	5	-3	777	-0.84	-0.35	-0.42	1.4
O=C(NNC(=O)c1cccc(Br)c1)C(=O)N1CCCCC1	i	12%	-0.18	1326	-10	-10	1.9	1.9	3.7	x	x	i	17	-3	713	0.39	-0.23	0.089	-0.75
Cc1ccc(CNCC(=O)Nc2cccc(S(=O)(=O)NC3=NCCCCC3)c2)cc1	i	14%	-0.31	1390	-5	-3	8.6	1.6	8.5	-1.5	1045	i	6	-24	685	0.085	-0.26	0.55	0.03
Cn1nnnc1SCc1nnc(-c2ccc(Cl)cc2)o1	i	6%	x	x	-6	-8	6.3	1.2	6.8	-1.5	1193	i	3	x	x	-0.66	0.44	-0.27	0.47
COc1ccc(NC(=O)Nc2c(SC)nsc2SC)cc1	i	17%	-0.44	1023	10	-8	3.1	1.3	6.4	-0.4	981	i	-2	7	643	-0.78	-0.24	-0.62	1.3
CN(NC(=O)c1ccc(Cl)cc1)c1nc(-c2ccccc2)nnc1C(F)(F)F	x	8%	-0.64	1468	-13	-5	2.2	0.7	2.1	-0.3	1302	i	0	x	x	-0.49	-0.21	-0.4	0.38
COc1cc(C=O)ccc1OCCCOc1ccccc1[N+](=O)[O-]	i	-36%	0.01	1303	-6	-10	3.7	2.3	9.1	2.4	495	i	-3	-10	663	0.059	-0.16	0.038	0.94
O=C(Cc1cccs1)Nc1nnc(Cc2ccc(F)cc2)s1	x	11%	-0.11	872	14	12	0.9	1.3	15	x	x	i	-5	-4	746	-0.5	-0.23	-0.26	0.19
Cc1cc(C)nc(N2CCN(C(=O)c3ccc(S(=O)(=O)N4CCCCCC4)cc3)CC2)n1	i	14%	-0.44	1268	1	4	2.6	1.2	7.8	-3.0	1175	i	3	-1	670	-1.2	1.4	-0.11	0.59
Cc1ccc(/C=N/n2c(-c3cccs3)n[nH]c2=S)cc1	i	11%	x	x	21	31	2.2	2.5	6.6	x	x	i	-5	x	x	-0.15	-0.2	-0.73	1.3
O=C(c1ccc(CS(=O)(=O)c2c(Cl)cccc2Cl)o1)N1CCN(c2ccccn2)CC1	i	8%	0.58	830	8	2	2.6	3.0	3.7	x	x	i	3	x	x	-0.045	-0.27	-0.00021	0.42
COc1ccc(CNC(=O)c2cc(-c3ccco3)on2)cc1	i	-4%	x	x	7	0	2.2	1.4	2.1	x	x	i	-5	x	x	-0.23	-0.19	-0.099	1.1
Cc1ccccc1S(=O)(=O)Cc1ccc(C(=O)NCc2ccc(F)cc2)o1	i	4%	x	x	-4	5	2.7	1.3	1.3	-0.4	1051	i	-23	-8	692	0.6	-0.19	0.43	-0.27
CCCCCC(=O)Nc1ccc2oc(-c3cncc(Br)c3)nc2c1	i	-12%	1.4	1018	10	7	3.9	1.6	8.2	2.0	1147	+	11*	12	799	2.2	-0.2	1.6	-0.37
Nn1cc(-c2ccccc2)nc1SCC(=O)Nc1ccc(S(N)(=O)=O)cc1	i	-7%	-0.46	1409	x	x	x	x	x	-1.7	1147	x	x	10	708	-1.4	-0.25	-0.71	1.9
O=C(Nc1ccc2c(c1)OCO2)N1CCN(C/C=C/c2ccccc2)CC1	i	-20%	-0.83	1272	-8	8	1.5	0.3	56	0.0	1025	i	-2	-2	644	-1	0.1	-0.24	0.65
O=C(Nc1nnc(-c2ccco2)o1)c1ccc(S(=O)(=O)N2CCCC2)cc1	i	-2%	x	x	8	12	1.5	1.6	6.8	-0.2	1098	i	-4	-4	687	-0.84	-0.023	-0.45	0.9
O=C(O)c1ccc(CNCc2ccc(F)cc2)cc1	i	14%	0.98	1345	x	x	6.3	3.2	7.4	-1.4	1078	i	-4	12	718	-0.26	0.3	0.42	-1.3
Cc1cc(N2CCN(C)CC2)nc2ccc(NC(=S)NC3CC3)cc12	i	7%	1.5	1322	6	-2	4.4	4.1	3.3	-3.1	1004	i	-10	3	706	2.5	-0.089	1.2	-2
COc1ccc(C2/C(=C(\O)c3cc(C)ccc3C)C(=O)C(=O)N2CCN(C)C)cc1OC (stereo not drawn)	i	8%	0.93	1309	-3	0	2.2	1.0	0.6	0.2	1187	i	7	-10	745	-0.45	-0.23	-0.007	-0.14
CC(=O)NC1=NN(C(C)=O)C(C)(c2ccc(Cl)s2)S1 (stereo not drawn)	i	4%	x	x	26	4	47	12	28	69*	101*	+	54*	-12	723	-1.4	-0.27	-0.5	0.68
C=CCSc1n[nH]c(-c2ccc(OC)cc2)n1	i	-55%	0.23	1119	7	17	3.9	3.3	19	x	x	i	4	5	662	2.2	-0.2	1.3	-1.3
Following part
SMILES	Yfh1-depleted yeast	HEK293 NOD2/NF-kB	Insulin prom up	Insulin prom up cell count	WT yeast gro inh	WT yeast gro inh mutant strain	MT stabilizer	MT stabilizer Hoechst-high %	MT stabilizer cytotoxicity %	b-catenin transl	b-catenin transl cell count 5 µM	Autophagy mod	Autophagy mod cell loss 18 h	Hep lipid drop	Hep lipid drop cells 6.5 µM	Dynein transport	Dynein transport cytoplasmic EGFP	Dynein transport nuclear GR-EGFP	Dynein transport cell count
O=S(=O)(O)C1CCNCC1	x	17%	x	x	14	5	3.2	2.1	5.8	x	x	i	6	-5	694	0.83	-0.26	0.81	-0.22
O=C1COc2ccc(C(=O)COC(=O)CNC(=O)C3CCCCC3)cc2N1	i	-8%	-0.93	1128	-11	6	3.4	2.1	6.8	-0.3	993	i	0	-12	710	-0.46	-0.34	-0.076	0.33
Cn1c(=O)n(C)c2cc(NC(=O)CCl)ccc21	i	45%	2.4	727	-15	12	5.8	4.2	13	12	1427	i	11	x	x	-2.9	0.33	-1.9	-1.1
CSC(=CC(=O)c1ccc(F)cc1)SC	i	1%	-0.2	1447	x	x	x	x	x	-0.9	1121	x	x	-7	721	0.25	-0.23	0.11	-0.19
CCOC(Cn1c(-c2ccc(OC)cc2)nc2ccccc21)OCC	i	6%	x	x	-4	15	1.9	1.8	8.5	x	x	i	-9	11	814	1.1	-0.1	0.52	-0.61
COC(=O)/C(C#N)=C/c1ccc(OC(=O)c2ccccn2)cc1	i	-14%	1.1	1289	-5	-19	3.2	1.7	9.1	x	x	i	3	-17	621	0.97	-0.19	0.29	-1.5
COC(=O)c1sccc1NC(=O)CSc1ccccc1NS(=O)(=O)c1ccc(Cl)cc1	i	29%	x	x	5	3	1.8	1.4	0.6	x	x	i	1	x	x	0.99	-0.23	-0.17	-0.49
O=C(Nc1ccccc1F)c1ccccc1-c1ccc(C(F)(F)F)cc1	i	-9%	x	x	-15	-9	4.2	2.6	0.1	-0.6	923	i	-9	2	627	-0.53	-0.24	-0.34	0.69
CCCOc1ccc(C(C)=O)cc1CN1CCOCC1	i	10%	-0.28	1409	-3	-10	3.1	2.4	9.4	3.2	589	i	0	4	670	1.1	-0.17	0.67	-1.7
CSc1ccc(Cl)c(C(=O)OCC(=O)NCc2ccco2)c1	i	6%	-0.11	1146	4	6	2.5	2.7	7.9	-1.9	1139	i	14	1	747	-0.45	-0.27	-0.081	0.47
Cc1ccc(S(=O)(=O)N(CC(=O)Nc2ccccc2C(=O)O)c2cccc(Cl)c2C)cc1	i	-14%	-0.98	1154	-10	-15	2.4	3.7	7.2	x	x	i	-4	23	721	-0.076	-0.31	-0.22	0.2
O=c1cc([O-])[n+]2c3n1CCCN3CCC2	i	2%	-0.12	1336	-16	-3	2.6	1.8	6.6	-0.8	971	i	7	7	632	-0.17	-0.22	0.25	-0.63
Cc1cc(Cl)ccc1C(=O)C1CCCN(C(=O)c2ccc3ncccc3c2)C1 (stereo not drawn)	i	11%	x	x	8	1	1.2	1.9	5.7	0.1	1597	i	-8	4	664	0.63	-0.19	0.18	-0.68
COc1cc(C(=O)NCC(c2ccco2)N(C)C)cc(OC)c1OC (stereo not drawn)	x	11%	1.6	1385	5	-2	3.1	3.0	8.9	3.2	914	i	84	-4	635	-0.28	-0.12	-0.33	0.23

An excerpt (hit frequency here may not be typical).
